Screens deposited in PubChem BioAssay by several laboratories.
BoNT A protease = BoNT A light chain protease inhibition; multiplex microsphere protease substrate cleavage, flow cytometry; inhibition, % at 10 µM; actives 0.17% (n = 360,000); AID 588499; in the data active = inhibition above about 30%; inconclusive = no clear call, values can overlap the other calls; also: plate controls were buffer without enzyme for full effect and enzyme alone for no effect
Mtb FBA inh = inhibitors of M. tuberculosis fructose-bisphosphate aldolase; inhibition, % at 1 µM; AID 588726; P9WQA3; actives 2.3% (n = 360,000); purified M. tuberculosis FBA, fluorescence read-out; in the data active = inhibition above about 27%;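 also: 0% = vehicle and 100% = reference inhibitor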
Target sequence (P9WQA3 whole entry, looked up): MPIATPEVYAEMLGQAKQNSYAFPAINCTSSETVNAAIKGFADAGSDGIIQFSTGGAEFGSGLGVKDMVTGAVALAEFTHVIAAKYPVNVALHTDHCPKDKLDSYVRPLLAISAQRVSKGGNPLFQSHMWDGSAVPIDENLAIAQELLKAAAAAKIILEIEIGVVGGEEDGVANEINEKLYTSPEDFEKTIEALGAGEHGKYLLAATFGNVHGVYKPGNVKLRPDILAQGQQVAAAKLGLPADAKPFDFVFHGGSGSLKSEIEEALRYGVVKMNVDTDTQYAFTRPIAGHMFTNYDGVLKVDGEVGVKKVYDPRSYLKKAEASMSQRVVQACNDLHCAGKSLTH
CCHF vOTU inh = CCHFV vOTU protease inhibition; Pep-AMC fluorescence; inhibition, % at 11.5 µM; actives 0.55% (n = 370,000); AID 651958; also: 0% = vehicle wells with enzyme and 100% = no enzyme wells
PrPC TRFRET = cell surface PrPC inhibition, primary TR-FRET screen; P04156; TR-FRET read-out; inhibition, % at 13.8 µM; actives 0.43% (n = 370,000); in the data active = inhibition above about 24%; also: 0% = median of the test wells and 100% = reference compound wells
BioA inh = inhibitors of Mycobacterium tuberculosis BioA enzyme; purified M. tuberculosis BioA enzyme, plate reader; inhibition, % at 9.99 µM; actives 0.096% (n = 360,000); AID 602481; in the data active = inhibition above about 40%; inconclusive = no clear call, values can overlap the other calls
FadD28 binding = M. tuberculosis FadD28 bisubstrate binding inhibition. FadD28 bisubstrate probe binding, fluorescence polarization. inhibition, % at 12.5 µM. actives 0.22% (n = 360,000). AID 588549; in the data active = inhibition above about 8.5%, passing the limit was not always enough; inconclusive = no clear call, values can overlap the other calls
Mtb UGM inh = Mtb UDP-galactopyranose mutase inhibition; inhibition, % at 10 µM; P9WIQ1; purified UGM, fluorescence polarization probe displacement; actives 0.06% (n = 320,000); in the data active = inhibition above about 10%, passing the limit was not always enough; inconclusive = no clear call, values can overlap the other calls
Target sequence (P9WIQ1 whole entry, looked up): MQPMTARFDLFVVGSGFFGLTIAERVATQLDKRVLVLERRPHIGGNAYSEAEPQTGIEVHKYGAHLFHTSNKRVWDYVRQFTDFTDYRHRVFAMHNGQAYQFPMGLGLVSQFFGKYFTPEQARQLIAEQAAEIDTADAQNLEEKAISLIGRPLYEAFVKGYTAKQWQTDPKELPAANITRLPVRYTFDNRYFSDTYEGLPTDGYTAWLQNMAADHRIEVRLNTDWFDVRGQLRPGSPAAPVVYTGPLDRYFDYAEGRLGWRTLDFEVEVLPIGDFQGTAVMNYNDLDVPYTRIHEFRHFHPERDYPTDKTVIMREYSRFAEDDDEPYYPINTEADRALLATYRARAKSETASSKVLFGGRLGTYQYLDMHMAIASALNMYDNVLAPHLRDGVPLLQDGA
GDH-TPI counter = inhibits GDH-TPI coupling enzymes, artifact for Mtb FBA screen; AID 588335; inhibition, % at 4.8 µM; GDH-TPI coupled enzyme counterscreen, NADH absorbance; actives 1.2% (n = 360,000);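 also: 0% = DMSO wells and 100% = wells lacking the enzyme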
BoNT-F LC inh = inhibitors of Botulinum neurotoxin F light chain protease; Multiplex microsphere protease cleavage assay, flow cytometry; inhibition, % at 10 µM; actives 0.22% (n = 360,000); in the data active = inhibition above about 35%, passing the limit was not always enough; inconclusive = no clear call, values can overlap the other calls; also: plate controls were buffer without enzyme for full effect and enzyme alone for no effect
Numbers without * were called inactive; ? = inconclusive; / = not tested or not shown; & = joins results of further samples. Rule as the data show it, unless noted: active = inhibition above about 30%; inactive = the rest.

SMILES	BoNT A protease	Mtb FBA inh	CCHF vOTU inh	PrPC TRFRET	BioA inh	FadD28 binding	Mtb UGM inh	GDH-TPI counter	BoNT-F LC inh
Cc1ccc(C(c2nnnn2C2CCCC2)N2c3ccccc3CC2C)cc1 (configuration not stated)	0.1	0	6	6	/	-0.3	0.4	5	-7
COC(=O)c1ccc(COc2ccc(Cl)cc2)o1	0.6	0	-8	1	-0.9	-1.4	0.9	2	-2
CCOC(=O)N1CC=C2C(C#N)=C(N)C(C#N)(C#N)[C@H](c3cccs3)[C@H]2C1	0.7	5	/	/	-3.6	0.9	-1.8	11	5
Cc1ccc(C)c(-c2nc3cc(N)ccc3o2)c1	0.3	5	7	4	/	1.0	-5.1	2	-1
O=C(C[n+]1cccc(CNC(=O)c2ccc(OC(F)F)cc2)c1)Nc1cc(C(F)(F)F)ccc1Cl	-0.3	4	-5	-4	/	-4.7	-1.3	6	2
COc1ccc(CN2C(=NC(=O)c3ccccc3)SC3CS(=O)(=O)CC32)cc1 (configuration not stated)	-0.1	4	-8	7	-1.2	-0.4	0.6	6	0
CCOC(=O)c1cc(-c2csc(COc3ccc(Cl)cc3)n2)on1	?	0	-3	-4	/	-2.2	-1.1	-8	?
N#CCCn1cc(C(=O)Nc2ccccc2Br)c(-c2ccc([N+](=O)[O-])cc2)n1	-0.7	-3	19	-23	/	-1.5	1.4	9	-8
Cc1ccc(NC(=O)Cn2nnc(C(=O)Nc3ccc(F)c(Cl)c3)c2N)cc1	-0.1	-1	4	7	-1.4	-1.4	2.0	8	-5
Cc1ccc(-c2csc(NC(=O)c3c(C)noc3C)n2)cc1	0.2	1	6	12	3.8	/	1.4	13	-3
C=CC[C@H](CC(=O)N(CCO)Cc1ccccc1)C(=O)NCCOC(=O)[C@@H](CC=C)Cc1ccc(F)cc1	-0.3	-2	-4	0	2.8	1.2	-1.8	6	-16
O=S(=O)(c1cc(F)ccc1F)N1CCN2CCCC2C1 (configuration not stated)	-0.4	-5	-9	-1	-2.0	-2.1	0.3	-12	?
CC1(C)CC(=O)CC(=Nc2ccc(C(=O)O)cc2)C1	0.7	-1	3	3	-0.2	-2.7	1.6	25	2
C[C@H](CO)NC(=O)c1[nH]cnc1C(=O)Nc1ccc(CNC(=O)OC(C)(C)C)cc1	-0.5	1	-2	7	-1.1	-3.2	/	-11	-2
NS(=O)(=O)c1ccc(NC(=O)COC(=O)c2cn(-c3ccccc3)nc2-c2ccccc2)cc1	-0.3	-2	-3	19	0.7	-3.7	-1.3	12	4
COc1cccc2cc(C(=O)Nc3ccccc3C)/c(=N/NS(=O)(=O)c3ccccc3)oc12	0.5	-1	-1	5	-0.7	-2.5	-2.2	4	0
CCc1nnc(NC(=O)c2cc(S(=O)(=O)N3CCCCC3)ccc2C)s1	4.0	-2	3	9	-1.3	/	3.6	-2	-2
Cc1ccnc(NC(=O)CCC(=O)N(CC(=O)NCCc2ccccc2)Cc2cccs2)c1	-0.3	1	11	-4	2.2	-3.4	-0.3	-1	-1
Cc1ccc(S(=O)(=O)Cc2ccc(C(=O)N3CCN(c4ccccn4)CC3)o2)cc1	-0.2	1	-1	-1	-0.4	-1.2	-1.1	8	2
COCC(=O)Nc1cc(C)c2c(=O)oc3ccccc3c2n1	-1.0	1	17	4	-0.3	-2.4	1.4	4	-2
CC(=O)Nc1cc(-c2cccc(C(=O)NCCO)c2)cn2c(-c3ccc(F)cc3)cnc12	-0.3	-1	-8	-4	3.4	-2.5	/	7	-8
CCCc1ccc2ccc3ccccc3c2n1	-0.9	5	5	1	-2.7	-1.0	/	/	-2
CCOc1ccc(NC(=O)c2nn(C)c(C(=O)Nc3ccc(OCC)cc3)c2[N+](=O)[O-])cc1	-1.9	-1	16	-6	-3.0	0.6	0.7	7	?
Cc1noc(C)c1C(=O)NCCc1ccc(S(N)(=O)=O)cc1	1.6	1	-6	-2	-1.3	-0.3	-8.4	-1	4
C[C@]12CCC3C(C(=O)C[C@H]4C[C@@H](O)CC[C@]34C)C1CCC2=O (some centres not stated)	-0.5	-1	-12	-10	0.1	-1.3	-0.7	-4	-2
O=[N+]([O-])c1cccc(-c2csc(CS(=O)(=O)Cc3ccco3)n2)c1	/	2	7	-17	2.9	-0.4	0.7	1	/
COCc1cc(C)nc(NC2CCCCC2)c1C#N	-0.5	85*	-45	6	3.5	-4.9	-2.4	11	-18
CCN(CC)S(=O)(=O)c1ccc(C(=O)NC(C)(C)C)cc1	-1.9	3	-6	3	-3.2	-1.1	-1.4	1	-13
NC(=O)CN1C(=O)NC2(CCOc3ccccc32)C1=O (configuration not stated)	-3.5	-2	2	-1	-2.3	-0.7	1.2	7	-23
Cc1ccc(NC(=O)CSc2nnc(Cn3cnc4ccccc43)o2)c(C)c1	0.0	1	-1	9	1.0	1.2	0.0	3	-6
Cc1ccc(C)c(NC(=O)CN(C)S(=O)(=O)c2cccc3cccnc23)c1	-0.3	-1	0	4	/	-4.8	-0.2	6	-2
CC(=O)Nc1ccc(Nc2cc(C)nc3c(-c4ccccc4)cnn23)cc1	-0.5	4	8	16	1.1	3.5	0.3	13	-1
COc1ccc(-n2ncc(C(C)NS(=O)(=O)c3cc(F)ccc3C)c2C)cc1 (configuration not stated)	-3.6	0	-7	-4	1.1	-4.1	1.7	1	-1
O=c1cc(-c2ccccc2)[nH]n1-c1ccc([N+](=O)[O-])cc1	-0.5	-2	/	/	-0.1	-3.4	-4.1	19	-14
O=C(Cc1ccccc1F)NCC(c1ccco1)N1CCCCC1 (configuration not stated)	-0.5	2	6	-2	/	-1.1	-1.8	3	1
COCCNc1nc(SCc2ccccc2)nc2sc3c(c12)CCC3	-2.7	5	5	0	4.4	-3.7	-4.6	5	-13
C[C@@H]1CN([C@@H](C)CO)C(=O)c2cc(NS(C)(=O)=O)ccc2O[C@@H]1CN(C)S(=O)(=O)c1ccccc1	-0.1	3	-3	0	-0.8&-3.1	-0.5	/	12	4
Cc1ccc(/C=C2\SC(=S)N(c3c(C)n(C)n(-c4ccccc4)c3=O)C2=O)cc1	0.2	-2	17	-19	-0.8	-2.2	4.0	27	-9
COc1ccc(C(=O)NNC(=O)C(=O)NC2CCCCC2)cc1	-0.1	-1	-1	-3	-0.4	0.3	2.0	13	21
COc1ccc(CNC(=O)CN2CCC(C(=O)c3ccc(OC)cc3)CC2)cc1	1.6	0	10	-4	1.0	-4.2	-2.4	-8	11
CCOC(=O)C1=NN(c2ccc(Cl)cc2)C(=O)C1	-0.3	9	-9	3	/	0.6	-1.5	27	-3
Cc1cc(C)c2c(CC(=O)NC3CCS(=O)(=O)C3)coc2c1 (configuration not stated)	2.7	0	1	4	-0.3	-1.4	-1.7	1	16
Cc1cc(-c2nnc(SCc3cccnc3)o2)no1	0.6	-1	-13	4	0.9	-3.3	-2.0	3	5
COc1cccc(C2CC(=O)Nc3n[nH]c(-c4ccccc4)c32)c1OC (configuration not stated)	-0.2	3	0	6	0.3	-2.9	-0.3	-12	3
COc1ccc(/C=C2/SC(=S)N(CCCC(=O)Nc3ccccc3C(=O)O)C2=O)cc1	-1.4	-4	2	6	1.5	-6.5	-1.4	4	-10
O=C(CN1C(=O)C2CC=CCC2C1=O)Nc1ccc(S(=O)(=O)Nc2ncccn2)cc1 (configuration not stated)	-0.6	1	13	-4	-1.1	-2.8	1.1	1	0
CCC1CCCCN1CCCNC(=O)c1c(O)nc2ccccn2c1=O (configuration not stated)	0.3	7	7	-4	0.4	-4.4	-2.0	3	4
COC(=O)c1ccc(CNc2ccc(C(C)=O)cc2)cc1	-0.4	-2	14	4	-0.4	-3.7	/	/	-2
COc1ccc(-c2nc3ccccn3c2NC2CCCCC2)cc1SC1CCCCC1	0.1	44*	-2	5	-1.3	-6.5	-3.4	6	-7
O=C(NC1CCC1)C1CCC(=O)N(Cc2ccccc2F)C1 (configuration not stated)	2.5	1	2	9	1.3	-0.5	-0.9	-9	0
Cc1ccc(C(=O)NCCN(C)C)c(C)c1	0.7	3	9	0	0.6	-3.9	-0.8	7	?
CN(C)C(CNC(=O)c1ccccc1OCc1ccc(Cl)cc1)c1ccco1 (configuration not stated)	0.8	-1	5	-2	19	-4.0	-1.5	-2	0
CSc1nncc(/C(C)=N/O)n1	-1.5	-2	-8	-12	-0.7	1.5	4.7	7	-15
COc1ccc(CNCCc2ccc3c(c2)OCO3)cc1Br	-0.8	-1	8	-3	-1.8	?	-0.4	-6	-23
Cc1cccc(NC(=O)c2cc(S(=O)(=O)c3ccccc3)ccc2Cl)c1	-0.1	-2	-8	10	0.6	-2.3	-0.5	6	-2
COc1ccc(COC(=O)c2nc3nc(C)cc(C)n3n2)cc1F	0.1	1	3	8	0.5	-0.8	0.8	-4	-15
O=C(NC(=S)Nc1cccnc1)c1cccs1	-0.5	4	-9	-2	2.1	-1.1	-0.9	6	-3
O=C(Cn1nc(Cc2ccncc2)c2ccccc2c1=O)Nc1cccnc1Cl	-0.4	5	14	2	34	-0.1	0.3	-16	-1
CCOC(=O)Nc1ccc(OC)cc1S(=O)(=O)N1CCCCC1	-0.1	-2	-1	-8	0.5	-3.5	-0.5	-1	4
O=C1C(Cc2ccccc2)Nc2ncnc(N3CCOCC3)c2N1Cc1ccc(Br)cc1 (configuration not stated)	-0.6&-0.2	0&3	2	3	-3.0&0.4	-1.3&-2.8	-4.2	9	4&-6

Record cards (already shown). Screens in order: BoNT A protease, Mtb FBA inh, CCHF vOTU inh, PrPC TRFRET, BioA inh, FadD28 binding, Mtb UGM inh, GDH-TPI counter, BoNT-F LC inh
COc1ccc(-c2nc3ccccn3c2NC2CCCCC2)cc1SC1CCCCC1 as listed: 0.1, 44*, -2, 5, -1.3, -6.5, -3.4, 6, -7
COc1ccc(CNCCc2ccc3c(c2)OCO3)cc1Br as listed: -0.8, -1, 8, -3, -1.8, ?, -0.4, -6, -23

More results follow.
SMILES	BoNT A protease	Mtb FBA inh	CCHF vOTU inh	PrPC TRFRET	BioA inh	FadD28 binding	Mtb UGM inh	GDH-TPI counter	BoNT-F LC inh
CCC(=O)N1CCN=C1SCc1cccc(C(F)(F)F)c1	-0.7	1	5	3	-0.2	-1.5	1.4	2	4
O=C1CCC(=O)N1c1ccc(S(=O)(=O)Nc2cccc(Br)c2)cc1	-2.4	4	-4	3	-1.0	-1.0	0.8	-4	-10
COc1cc(NC(=O)CSc2nc(=O)n(CCN3CCOCC3)c3c2CCCC3)cc(OC)c1	3.7	3	3	0	4.7	-4.1	3.5	10	?
COc1ccc(OC)c(NC(=O)COC(=O)CN2C(=O)NC3(CCCC3)C2=O)c1	1.2	2	-4	-2	/	-2.0	-0.1	-3	-4
Cc1cccc(N=C2N=C(N)c3ccccc32)c1	-0.7	-1	8	-4	-2.0	0.7	-1.9	5	-26
COc1ccc(-c2c(NC(=O)C(C)C)n(C)c3ccccc3c2=O)cc1	-0.2	37*	-42	1	-1.6	-2.2	-0.3	16	-2
O=C(CN1CCOCC1)Nc1ccccc1F	-2.5	0	14	3	1.3	-3.6	-1.4	10	-22
CCOC(=O)N1CCC(NC(=O)c2ccc3c(c2)N(CC)CCS3)CC1	-0.2	73*	-78	0	0.1	-2.1	0.2	2	0
Nc1nc(Nc2ccc(Cl)cc2)nc(NCc2ccco2)c1[N+](=O)[O-]	-0.7	-7	13	-1	-0.6	-14	0.2	16	?
COc1cc(NC(=O)CSCc2ccccc2)c(C(=O)O)cc1OC	1.5	0	-13	-3	-1.7	-4.8	0.9	7	7
c1ccc(-c2ccc3[nH]ccc3c2)cc1	-0.3	0	5	9	2.1	-5.7	1.2	0	-2

3 structures from above, ordered by molecular weight, highest first.
SMILES	BoNT A protease	Mtb FBA inh	CCHF vOTU inh	PrPC TRFRET	BioA inh	FadD28 binding	Mtb UGM inh	GDH-TPI counter	BoNT-F LC inh
COc1ccc(OC)c(NC(=O)COC(=O)CN2C(=O)NC3(CCCC3)C2=O)c1	1.2	2	-4	-2	/	-2.0	-0.1	-3	-4
CCOC(=O)N1CCC(NC(=O)c2ccc3c(c2)N(CC)CCS3)CC1	-0.2	73*	-78	0	0.1	-2.1	0.2	2	0
c1ccc(-c2ccc3[nH]ccc3c2)cc1	-0.3	0	5	9	2.1	-5.7	1.2	0	-2
